CHOP inhibitor – CHOP inhibition in unfolded protein response; CHO-K1 CHOP-promoter luciferase, tunicamycin-induced, 15-18 h; inhibition, % at 10 µM; hit rate 3.8% among 220,000;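 active = compounds that reduced the stress-induced luciferase reporter signal by more than about 70% of percent inhibition, limit read from the data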;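 also: 0% = tunicamycin plus vehicle and 100% = wells without tunicamycin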
Runt-SMMHC FRET – inhibitors of human RUNX1 Runt domain binding to CBFb-SMMHC; Q01196+Q13951; Cerulean-Runt/Venus-CBFb-SMMHC FRET ratio 530/480, 1 h; inhibition, % at 20 µM; hit rate 0.74% among 220,000; AID 1434;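 active = mean inhibition across duplicate retests at 20 µM reaching about 50%, limit read from the data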;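 also: 0% = DMSO wells and 100% = wells with excess untagged CBFb-SMMHC; inhibitors lower the FRET ratio by blocking Runt binding to CBFb-SMMHC; some results filed as inactive read as strong as hits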
NCF1 inh – inhibitors of human p47phox binding. hit rate 0.53% among 220,000. AID 1274. P14598. inhibition, % at 24.7 µM. p47phox/p22phox peptide binding, fluorescence polarization, 2 h;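 active = inhibition above about 30%, limit read from the data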;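 also: 0% = p47phox with labelled peptide and 100% = labelled peptide alone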
Target sequence (P14598 whole entry, looked up): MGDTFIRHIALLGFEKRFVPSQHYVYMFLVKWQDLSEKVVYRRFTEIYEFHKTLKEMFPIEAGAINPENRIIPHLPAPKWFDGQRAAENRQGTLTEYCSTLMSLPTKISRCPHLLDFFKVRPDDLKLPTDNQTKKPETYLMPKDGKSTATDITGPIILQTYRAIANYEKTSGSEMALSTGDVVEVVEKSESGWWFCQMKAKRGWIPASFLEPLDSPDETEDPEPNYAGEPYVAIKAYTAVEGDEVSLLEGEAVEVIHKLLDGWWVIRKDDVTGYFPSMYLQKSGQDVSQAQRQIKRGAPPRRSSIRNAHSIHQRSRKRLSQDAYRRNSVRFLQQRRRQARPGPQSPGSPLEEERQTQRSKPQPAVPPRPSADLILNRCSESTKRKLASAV
TNF necrop inh – blocks TNF-alpha induced death of Jurkat FADD-/- cells; activation (protection from cell death), % at 10 µM; Jurkat FADD-/- TNF necroptosis rescue, ATP luminescence, 24 h; 0 = TNF only, 100 = no-TNF cells; hit rate 0.068% among 220,000;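 active = activation, meaning protection from cell death, of at least 50% relative to plate controls; inactive = activation below 50%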;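 also: necroptosis triggered by 40 ng/mL TNF-alpha added together with compound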
TRPN1 ag – activates the zebrafish TRPN1 channel; hit rate 0.18% among 220,000; activation, % at 3 µM; HEK293 zebrafish TRPN1-YFP, Fluo-8 calcium fluorescence; 100% = response to 87 µM carbachol;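 active = activation above its plate's cutoff, the mean activation of test wells on that plate plus 3 SD, cut at about 19% in these data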;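 also: 0% = DMSO alone and 100% = 87 µM carbachol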
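System: zebrafish TRPN1-YFP in HEK293 cells / Dosing: 3 µM single point / Timing: dye loading 1 h at 37 °C, then 30 min room temperature / Signal: Fluo-8 calcium fluorescence, excitation 470-495 nm, emission 515-575 nm / Read-out basis: percent activation from peak over basal fluorescence ratio, control-normalized / Control set: high carbachol 87 µM, low DMSO alone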
MDM2 E3 inh – inhibitors of human Mdm2 E3 ubiquitin ligase. Q00987. cell-based MDM2 ubiquitination luciferase reporter, 2 h; 0 = plate control, 100 = twice control, blank-subtracted. signal enhancement, % at 5 µM. hit rate 0.11% among 210,000;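 active = signal enhancement of 30% or more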;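 also: luminescence tracks abundance of the self-degrading MDM2-luciferase fusion protein; higher signal means inhibition of MDM2 E3 ligase activity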
Target sequence (Q00987 whole entry, looked up, the tested form may be a part): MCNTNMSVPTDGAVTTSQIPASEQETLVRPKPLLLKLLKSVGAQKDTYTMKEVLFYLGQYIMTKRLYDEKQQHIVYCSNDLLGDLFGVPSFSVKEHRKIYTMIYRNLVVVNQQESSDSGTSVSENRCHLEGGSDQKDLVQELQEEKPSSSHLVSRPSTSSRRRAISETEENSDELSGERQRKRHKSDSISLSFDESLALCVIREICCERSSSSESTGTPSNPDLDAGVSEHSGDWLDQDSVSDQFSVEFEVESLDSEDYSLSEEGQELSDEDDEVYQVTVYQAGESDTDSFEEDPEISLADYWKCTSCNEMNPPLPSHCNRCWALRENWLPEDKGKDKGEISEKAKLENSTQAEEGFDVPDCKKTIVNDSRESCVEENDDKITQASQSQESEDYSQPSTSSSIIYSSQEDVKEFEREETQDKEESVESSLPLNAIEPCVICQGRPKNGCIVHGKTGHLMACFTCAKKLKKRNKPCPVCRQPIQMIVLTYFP
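Timing – 2 h compound exposure at 37 °C · Assay system – mammalian cells stably expressing self-ubiquitinating, self-degrading MDM2 E3–luciferase fusion · Amount – 2000 cells seeded into each well · Measure – % luminescence enhancement versus blank-corrected plate control mean · Measured by – SteadyLite luminescence, 15 min reagent step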
EBV gp42 inh – inhibitors of Epstein-Barr virus glycoprotein 42; Q1HVG2; Fluorescence polarization binding assay, mP read-out; inhibition, % (tested at 21.74 µM); hit rate 0.42% among 220,000; AID 1085; in the data active = inhibition above about 50%
Target sequence (Q1HVG2 whole entry, looked up): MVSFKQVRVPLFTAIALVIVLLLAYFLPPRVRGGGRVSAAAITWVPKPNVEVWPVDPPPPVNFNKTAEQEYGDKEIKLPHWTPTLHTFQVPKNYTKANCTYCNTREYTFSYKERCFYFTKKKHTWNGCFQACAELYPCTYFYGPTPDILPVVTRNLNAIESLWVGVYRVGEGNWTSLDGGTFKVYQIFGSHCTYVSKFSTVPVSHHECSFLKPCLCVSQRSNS
PPC-1+TRAIL kill – compounds killing PPC-1 cancer cells with TRAIL present (potentiator screen, no TRAIL-free arm). cell killing (% activity), % at 4 µM. hit rate 0.41% among 220,000. PPC-1 cells + TRAIL, ATPLite viability luminescence. AID 1443;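 active = cell killing above 50% in the first pass at 4 µM, then a duplicate retest at 5 µM averaging 50% or more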;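 also: plate controls were cells with TRAIL plus DMSO for no effect and medium-only wells lacking cells for full effect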
TRPML3 ag – human mucolipin-3 channel agonism; Q8TDD5; HEK293 TRPML3-YFP, Fluo-8 calcium fluorescence; 100% = the carbachol control signal; AID 1448; activation, % at 3 µM; hit rate 0.29% among 220,000;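 active = activation above its plate's cutoff, the mean activation of the plate's test wells plus 3 SD, cut at about 12% in these data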;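 also: 0% = DMSO only wells and 100% = carbachol wells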
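Test system: HEK293 cells stably carrying human TRPML3-YFP; Doses: single dose, 3 µM final nominal compound, 0.3% DMSO final; Schedule: dye loading 1 h 37 °C then 30 min ambient, 125 s read; Technique: Fluo-8 calcium fluorescence; Benchmarks: high control carbachol 87 µM, low control DMSO.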
* hit, by the source's call; nt = no result given. No enrichment for hits, and some 5.9% of all compounds hit somewhere here.

SMILES | CHOP inhibitor | Runt-SMMHC FRET | NCF1 inh | TNF necrop inh | TRPN1 ag | MDM2 E3 inh | EBV gp42 inh | PPC-1+TRAIL kill | TRPML3 ag
CC1(C)OC(=O)C(=C2CCCN2)C(=O)O1 | 7.1 | 4.8 | -11.2 | 0.9 | 2.4 | -30.5 | -7.2 | 2.9 | 1.0
O=C(NCc1ccc2c(c1)OCO2)C1CCN(S(=O)(=O)c2cccc3nsnc23)CC1 | 39.8 | -1.8 | -59.5 | 0.8 | 2.4 | -10.5 | -7.0 | 7.8 | 0.6
O=C(Nc1ccccc1N1CCCCC1)c1ccc(N2C(=O)c3ccccc3C2=O)cc1 | 24.3 | -2.6 | -12.6 | 0.5 | 0.6 | -4.3 | 1.6 | 10.0 | 0.7
CCN(CC(=O)NC1CCS(=O)(=O)C1)S(=O)(=O)c1cccc(C(C)=O)c1 (centres undefined) | -10.2 | -8.0 | 43.0* | 0.7 | -0.8 | -18.5 | -14.2 | 22.4 | 0.0
CCOC(=O)C1=C(C)NC(SCC(N)=O)=C(C#N)C1c1ccccc1 (centres undefined) | 33.0 | 0.0 | -18.6 | -4.2 | 0.4 | -19.1 | -18.3 | 9.8 | -0.4
COc1ccc(S(=O)(=O)NNC(=O)c2csc(-n3nc(C)cc3C(F)(F)F)n2)cc1 | 45.9 | 0.5 | -8.8 | 0.7 | -2.1 | 1.3 | -13.0 | -13.3 | -0.4
CCNC(=S)Nc1scc(-c2ccccc2)c1C(=O)OCC | -4.6 | 9.0 | -0.6 | -0.6 | 0.1 | 7.0 | -2.3 | 23.1 | 0.2
CN1C(=S)SC(N(O)C(=O)Nc2ccccc2)C1(C)C (centres undefined) | 12.1 | -1.8 | -14.2 | -0.4 | 0.4 | 9.2 | -7.8 | 8.9 | 0.5
O=C1CN(C(=O)C2CCCC2)CCN1 | 9.6 | 0.3 | -9.7 | 1.3 | -0.3 | -4.8 | 4.9 | 5.5 | 0.3
O=C(NC1CCCCC1)C1CCN(S(=O)(=O)c2cccs2)CC1 | 42.1 | 2.3 | -8.0 | 1.3 | 1.6 | -2.7 | -11.7 | 3.1 | 1.2
Fc1ccc(NC(=S)N2N=CCC2c2ccccc2)cc1 (centres undefined) | -8.3 | -6.2 | 0.3 | 93.7* | -0.3 | -49.4 | -27.1 | 15.7 | 0.8
C/C(=N\NC(=O)c1c[nH]c2ccccc12)c1ccc(C)o1 | -8.7 | 2.4 | -16.3 | -1.5 | 1.0 | -9.9 | -10.7 | 5.4 | 0.5
CCCN(CCC)C1=N/C(=C\c2ccco2)C(=O)N1c1ccccc1 | 7.7 | -8.5 | -16.6 | -1.7 | 0.7 | 0.2 | -15.1 | 12.7 | 0.7
CCOc1cc(C=O)ccc1OCC(=O)NC(C)(C)C | 0.6 | 2.4 | -2.1 | 0.4 | 2.2 | -23.6 | -15.5 | -11.9 | 0.4
CSCCC1COC(c2cccs2)=N1 (centres undefined) | 3.4 | -2.2 | -0.4 | 0.8 | -1.0 | -3.4 | -5.6 | 4.7 | 0.5
CN(CC(=O)c1c(N)n(C)c(=O)n(C)c1=O)c1ccccc1 | 10.7 | 2.1 | -4.5 | -0.4 | 0.8 | -11.1 | -30.8 | 30.6 | 0.2
CCO[C@H]1OC(C(=O)Nc2ccccc2)=C[C@@H](c2ccc(C(F)(F)F)cc2)[C@@H]1CCCO | 10.2 | -1.5 | 1.7 | 1.7 | -0.4 | nt | -2.5 | 14.7 | 1.5
Cc1cccc(N=N/C(=C\O)C(=O)c2cccs2)c1 | 36.7 | -10.4 | -21.9 | 0.4 | 0.6 | -5.9 | -2.6 | 2.4 | 0.7
COC(=O)N/N=C/C1=CCC2CC1C2(C)C (centres undefined) | 0.6 | 4.6 | -1.5 | 0.4 | 1.5 | -17.5 | 8.2 | -13.6 | -0.4
CCOC(=O)c1cn2nc(-c3ccc(OC)cc3)cc2nc1C1CCN(C(=O)OC(C)(C)C)CC1 | -51.3 | -5.0 | -9.2 | 0.1 | -0.8 | -17.4 | -3.7 | -0.6 | 0.1
CC(=O)c1cc(CN2CCN(CC=C(C)C)C(CCO)C2)cs1 (centres undefined) | 7.1 | 1.2 | -11.8 | 0.5 | 1.1 | -11.7 | -15.1 | 10.6 | 1.0
C=C(C)Cc1c(C)c(C#N)c2nc3ccccc3n2c1N1CCCCC1 | 35.9 | 32.5 | -3.8 | -1.4 | 0.2 | -2.8 | -16.1 | 11.7 | 0.1
C=CCNC(=O)c1ccccc1NC(=O)C1COc2ccccc2O1 (centres undefined) | -19.5 | 5.1 | -12.4 | 1.4 | 0.5 | -3.9 | 1.4 | 5.6 | -0.5
CC1=CC(C)(C)N2C(=O)C3(C(C#N)=C(N)OC4=C3C(=O)CC(C)(C)C4)c3cccc1c32 (centres undefined) | 21.0 | 3.2 | -6.2 | -1.7 | 1.5 | -7.6 | -18.5 | 7.0 | 0.0
CC(C)S(=O)(=O)C/C(N)=N/OS(=O)(=O)c1ccc(Cl)cc1 | 1.1 | -0.9 | 6.2 | 2.2 | 1.2 | -11.9 | -8.0 | -8.4 | 0.0
COc1ccc(C2CCCN2C(=S)Nc2cccc(C)c2C)cc1OC (centres undefined) | 21.7 | 4.3 | nt | 0.7 | 0.4 | nt | -20.7 | 8.7 | 0.4
COc1cccc(C(=O)N2CCN(c3ncccn3)CC2)c1 | 1.6 | -2.7 | -17.0 | 0.7 | 0.6 | 1.3 | -3.5 | 0.0 | 0.7
Cc1cc(C(=O)N/N=C/C=C/c2ccccc2[N+](=O)[O-])c(C)o1 | 9.6 | 3.3 | -11.5 | 0.4 | -1.7 | -10.5 | -7.4 | 13.9 | 0.1
CCN1C(=S)SC(=O)C1=C1C=C(C)N(Cc2ccco2)C(C)=C1 | 11.5 | 46.8 | -52.3 | 2.4 | 8.5 | -2.5 | -43.3 | 19.0 | 6.3
Cc1ccc(-c2cccc(CN3CCN(C(C)C)C(CCO)C3)c2)o1 (centres undefined) | 17.2 | 0.2 | -0.8 | 1.0 | 0.5 | 0.6 | 1.5 | 16.9 | 0.8

Grouped by structure, those above containing a tert-butyl group (2)
SMILES | CHOP inhibitor | Runt-SMMHC FRET | NCF1 inh | TNF necrop inh | TRPN1 ag | MDM2 E3 inh | EBV gp42 inh | PPC-1+TRAIL kill | TRPML3 ag
CCOc1cc(C=O)ccc1OCC(=O)NC(C)(C)C | 0.6 | 2.4 | -2.1 | 0.4 | 2.2 | -23.6 | -15.5 | -11.9 | 0.4
CCOC(=O)c1cn2nc(-c3ccc(OC)cc3)cc2nc1C1CCN(C(=O)OC(C)(C)C)CC1 | -51.3 | -5.0 | -9.2 | 0.1 | -0.8 | -17.4 | -3.7 | -0.6 | 0.1

Other records:
SMILES | CHOP inhibitor | Runt-SMMHC FRET | NCF1 inh | TNF necrop inh | TRPN1 ag | MDM2 E3 inh | EBV gp42 inh | PPC-1+TRAIL kill | TRPML3 ag
O=C(NCCc1ccccc1)c1ccnc(/C=N/O)c1 | 29.4 | -8.0 | -18.9 | -0.9 | 1.6 | -1.9 | -6.3 | 23.6 | 0.7
Cc1onc(-c2ccccc2)c1C(=O)OCC(=O)NCc1ccc(F)cc1 | 8.6 | 0.2 | 2.2 | 0.9 | -1.1 | -7.7 | 7.3 | 5.2 | -0.1
CC(C)Cc1ccc(C(C)C(=O)Nc2ccc(O)cc2)cc1 (centres undefined) | 36.9 | 2.7 | -2.9 | 1.7 | 44.6* | -7.9 | -9.9 | 0.3 | 22.0*
CCOc1cc(/C=N/NC(=O)Cc2ccc(C(F)(F)F)cc2[N+](=O)[O-])ccc1O | 15.2 | -1.2 | -55.5 | 2.7 | -0.3 | 4.8 | -3.3 | -17.8 | 0.5
Cc1onc(-c2ccccc2)c1C(=O)Nc1nc(-c2ccc(F)c(F)c2)cs1 | -1.4 | -1.0 | -18.0 | 1.4 | 1.6 | -4.4 | -5.0 | 25.4 | 1.5
COc1ccc(CN2CCSCC2)cc1O | 21.3 | 2.4 | 5.3 | 0.9 | -0.7 | -22.0 | -13.3 | -6.3 | 0.7
CCOc1ccc(C(=O)N/N=C/c2ccc(SC)cc2)cc1 | 11.4 | -5.6 | -1.2 | -1.0 | 1.3 | -27.1 | -1.4 | 17.8 | 0.0
O=C(CCN1CCC(c2cccs2)=N1)c1cccs1 | 3.5 | 5.8 | -18.1 | 3.6 | 3.0 | -8.9 | -12.3 | 24.2 | 0.7
Cc1cc(NC(=O)Cn2nnc(-c3ccccc3N)n2)no1 | 4.1 | 1.8 | -10.0 | 1.1 | -1.4 | -2.1 | 7.1 | 12.0 | 0.0
COc1ccc(CNC(=O)COC(=O)C2CCC(C(C)(C)C)CC2)cc1 (centres undefined) | 89.8* | -2.1 | -5.4 | 1.8 | -1.7 | -2.4 | 4.0 | -5.6 | 0.2
O=S(=O)(c1ccc(Oc2ncnc3scc(-c4ccccc4)c23)cc1)N1CCOCC1 | -7.8 | -1.0 | -34.9 | -13.9 | -0.8 | -44.4 | -20.8 | -1.0 | -0.6
CCCC(=O)C1=C(N(C)c2ccccc2)CC(C)(C)C(C(=O)OC)C1=O (centres undefined) | 0.3 | 3.8 | -6.0 | -2.3 | 0.6 | -12.6 | 1.0 | 3.8 | -0.8
Cc1ccc(S(=O)(=O)N2CCOCC2)cc1NC(=O)COC(=O)CNC(=O)c1ccc(C(C)(C)C)cc1 | 3.4 | 1.6 | 2.1 | 2.1 | -0.2 | -6.1 | -14.5 | 2.9 | -0.6
O=C(Nc1cccc2c1C(=O)NC2=O)c1cccnc1Cl | -2.6 | -4.5 | -2.9 | 0.6 | -0.6 | -5.4 | -1.8 | 20.7 | 0.2
CC1=C(C(=O)OC(C)C)C(C)NC(=O)N1 (centres undefined) | -14.8 | 4.1 | -8.5 | -2.6 | 1.4 | -10.8 | -11.8 | 23.4 | 0.2
COC(=O)c1cn(C)c2ccc(S(=O)(=O)N3CCOCC3)cc2c1=O | 18.9 | 1.4 | 0.4 | 0.8 | 0.8 | -8.6 | -10.5 | -3.6 | 0.8
Cc1cccc(CSc2ccc(-c3cccs3)nn2)c1 | -2.0 | -3.8 | -2.3 | 2.1 | 0.3 | 1.7 | -11.2 | -3.9 | 0.2
COc1cccc(C(=O)/C=C2\Sc3ccccc3N2C)c1 | 16.5 | 55.3* | -9.4 | -1.4 | -3.1 | -26.8 | -9.8 | 49.8 | -0.5
O=C(NP(=O)(N1CCOCC1)N1CCOCC1)C1=C(N2CCOCC2)/C(=C\c2ccccc2)CC1 | 1.8 | 1.1 | -11.5 | 0.0 | 0.1 | -1.1 | 7.0 | 9.0 | 1.0
CCOc1ccc(NC(=O)C(C)NS(=O)(=O)c2ccc(NC(C)=O)cc2)cc1 (centres undefined) | 11.6 | 2.9 | -11.4 | -0.4 | -0.4 | -4.3 | -8.4 | 6.4 | 0.2
Cc1ccnc(SCc2ccc([N+](=O)[O-])cc2)n1 | 25.1 | -1.3 | -1.6 | 2.5 | -2.6 | -24.0 | -4.1 | 9.6 | -0.8
